Screens: PubChem BioAssay, The Scripps Research Institute Molecular Screening Center
CHRM5 antagonist = human M5 muscarinic receptor antagonists, primary screen, CHO cells, Fluo-8 calcium fluorescence; 360,000 tested, 0.59% active; inhibition, % at 3 µM; CHO-hM5 cells, ACh EC80;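 active means inhibition above a per-plate cutoff, the mean of that plate's test compounds plus 3 SD, cut at about 27% in these data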;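 further: 0% = acetylcholine EC80 with DMSO and 100% = DMSO without agonist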
Target sequence (P08912 whole entry, looked up): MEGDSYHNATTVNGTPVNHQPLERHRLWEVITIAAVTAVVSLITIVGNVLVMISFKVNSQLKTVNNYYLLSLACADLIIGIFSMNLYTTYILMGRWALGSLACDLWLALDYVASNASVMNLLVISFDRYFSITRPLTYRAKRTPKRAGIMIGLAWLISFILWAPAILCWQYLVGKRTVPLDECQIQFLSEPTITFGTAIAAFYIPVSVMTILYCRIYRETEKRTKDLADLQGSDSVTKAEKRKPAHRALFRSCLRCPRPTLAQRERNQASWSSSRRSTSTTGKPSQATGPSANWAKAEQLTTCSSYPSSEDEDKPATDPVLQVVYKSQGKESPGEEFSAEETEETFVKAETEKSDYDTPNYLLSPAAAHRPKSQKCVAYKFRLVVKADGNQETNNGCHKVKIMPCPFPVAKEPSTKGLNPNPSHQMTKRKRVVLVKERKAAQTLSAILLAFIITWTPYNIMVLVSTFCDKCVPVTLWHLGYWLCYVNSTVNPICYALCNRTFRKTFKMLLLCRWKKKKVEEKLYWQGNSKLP
TAAR1 ag = human TAAR1 agonists, primary screen, Fluo-8 calcium fluorescence, CHO RD-HGA16 cells. Trace amine-associated receptor 1 (Homo sapiens), Q96RJ0. vehicle wells 0%, saturating PEA agonist 100%. activation, % at 3 µM. 360,000 tested, 0.99% active. AID 624467, 2012;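 active means activation above the mean activation of all test compounds in the run plus 3 SD, cut at about 38% in these data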
Target sequence (Q96RJ0 whole entry, looked up): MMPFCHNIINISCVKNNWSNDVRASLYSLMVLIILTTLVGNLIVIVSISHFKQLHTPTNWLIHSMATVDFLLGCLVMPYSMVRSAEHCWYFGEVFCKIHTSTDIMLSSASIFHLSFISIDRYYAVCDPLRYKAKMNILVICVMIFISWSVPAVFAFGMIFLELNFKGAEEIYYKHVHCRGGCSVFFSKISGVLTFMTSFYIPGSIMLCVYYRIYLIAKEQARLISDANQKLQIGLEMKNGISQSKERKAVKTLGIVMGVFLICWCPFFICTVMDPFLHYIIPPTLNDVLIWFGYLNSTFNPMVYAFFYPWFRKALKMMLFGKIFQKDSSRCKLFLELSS
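System: CHO-derived RD-HGA16 cells with stable Gα16 and human TAAR1. Times: 17-24 h plating, Fluo-8 75 min 37 °C, 30 min RT. Measured by: calcium-sensitive Fluo-8 signal, excitation 470-495, emission 515-575 nm. Read-out basis: % activation relative to PEA EC100 response. Control set: DMSO and PEA EC100. Repeats: no replicates (n 1).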
CHRM4 agonist = human M4 muscarinic receptor agonists, primary screen, CHO-K1 cells, Fluo-8 calcium fluorescence; Muscarinic acetylcholine receptor M4 (Homo sapiens), P08173; CHO-K1 hM4/Gqi5; vehicle 0%, full acetylcholine response 100%; activation, % at 3 µM; 360,000 tested, 0.14% active;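 active means activation above the run mean over all test wells plus 3 SD, cut at about 32% in these data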;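 further: peak over basal fluorescence ratio per well then scaled between controls; 0% = DMSO wells and 100% = acetylcholine at EC100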
CHRM5 agonist = human M5 muscarinic receptor agonists, primary screen, CHO-K1 cells, Fluo-8 calcium fluorescence; AID 624037, 2012; activation, % at 3 µM; 360,000 tested, 0.19% active; CHO-K1 hM5 cells; 0% DMSO wells, 100% maximal acetylcholine response;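 active means activation above the run's mean over test compounds plus 3 SD, cut at about 23% in these data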;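 further: signal is peak over basal fluorescence ratio across the kinetic read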
CHRM1 antagonist = human M1 muscarinic receptor antagonists, primary screen, CHO-K1 cells, Fluo-8 calcium fluorescence, 1536-well. Muscarinic acetylcholine receptor M1 (Homo sapiens), P11229. CHO-K1 hM1, ACh EC80 antagonist. inhibition, % at 3 µM. 360,000 tested, 1.3% active. AID 588852, 2011;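 active means percent inhibition above its own plate's cutoff, namely the mean of that plate's compound wells plus 3 SD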;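 further: peak over basal fluorescence ratio during 140 s after agonist addition; 0% = ACh EC80 plus DMSO and 100% = DMSO alone without agonist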
CHRM5 PAM = human M5 muscarinic receptor positive allosteric modulators, primary screen, CHO-K1 cells, Fluo-8 calcium fluorescence. 360,000 tested, 0.3% active. CHO-K1 hM5, ACh EC20 PAM; 0% = ACh EC20, 100% = ACh EC100. AID 624038, 2012. activation, % at 3 µM;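 active means activation above the run cutoff, the mean activation of all test compounds plus 3 SD, cut at about 18% in these data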
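system = human M5 receptor in CHO-K1 cells | compound = one concentration, 3 µM final (nominal) | schedule = Post-acetylcholine fluorescence recording 140 s | signal = Fluo-8 calcium dye fluorescence, kinetic read | benchmarks = low control EC20 acetylcholine (0%), high control EC100 acetylcholine (100%) | repeats = singlicate, one well per test compound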
M4 antag = human M4 muscarinic receptor antagonists, primary screen, CHO cells, Fluo-8 calcium fluorescence | Muscarinic acetylcholine receptor M4 (Homo sapiens), P08173 | CHO-hM4 cells, ACh EC80 | inhibition, % at 3 µM | 360,000 tested, 0.73% active | AID 624125, 2012;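 active means inhibition above its plate's cutoff, the mean inhibition of sample wells plus 3 SD, cut at about 27% in these data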;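 further: 0% = acetylcholine EC80 with DMSO and 100% = DMSO without agonist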
CHRM1 PAM = human M1 muscarinic receptor positive allosteric modulators, primary screen, CHO-K1 cells, Fluo-8 calcium fluorescence, 1536-well. CHO-K1 hM1, ACh EC20; 0% = ACh EC20, 100% = maximal ACh. 360,000 tested, 0.088% active. Muscarinic acetylcholine receptor M1 (Homo sapiens), P11229. AID 588819, 2011. activation, % at 3 µM; in the data active means activation above about 19%, passing the limit was not always enough
M1 ag = human M1 muscarinic receptor agonists, primary screen, Fluo-8 calcium fluorescence, CHO-K1 cells, HTS. AID 588814, 2011. 360,000 tested, 0.33% active. CHO-K1 hM1, agonist mode; 0% DMSO, 100% acetylcholine EC100. Muscarinic acetylcholine receptor M1 (Homo sapiens), P11229. activation, % at 3 µM;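 active means activation above the run's mean compound activation plus 3 SD, cut at about 16% in these data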;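 further: peak over basal fluorescence ratio within a 140 s kinetic read after compound addition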
* hit, by the source's call; / = no result given.

SMILES	CHRM5 antagonist	TAAR1 ag	CHRM4 agonist	CHRM5 agonist	CHRM1 antagonist	CHRM5 PAM	M4 antag	CHRM1 PAM	M1 ag
CCOC(=O)N1CCN(C(C(=O)NC2CCCC2)C(C)C)CC1 (stereo not drawn)	9	2	0	0	/	0	4	/	/
CC1CC(C)(C)CC2(C1)NC(=O)N(CC(=O)N(C)Cc1nc3ccccc3c(=O)[nH]1)C2=O (stereo not drawn)	9	12	2	1	-9	-4	2	7	-3
c1ccc(-c2noc(CCC3CCCC3)n2)cc1	-7	5	1	1	-13	9	-5	14	-1
Cn1cc(C(=O)c2cccc(Cl)c2Cl)cc1C(=O)O	-6	10	-1	-5	-14	21*	-6	11	-2
O=C(Nc1cccc(C(=O)N2CCCC2)c1)c1ccccc1	-3	5	-2	1	-13	10	-5	10	-4
Cc1ccc(-c2nc3cc(NC(=O)C(C)C)ccc3o2)cc1	-5	3	1	0	7	0	21	-7	-2
Nc1nnc(SCC(=O)OCc2ccc(Cl)c(Cl)c2)s1	7	1	6	1	-3	-4	-8	9	2
COc1ccc(CCNC2CC(=O)N(C3CCCCC3)C2=O)cc1OC (stereo not drawn)	-1	2	0	1	4	13	0	2	-5
Cc1ccc(-c2nnc3sc(C4COc5ccccc5O4)nn23)cc1 (stereo not drawn)	-4	6	-1	-1	-8	1	-16	4	-3
COc1cccc(/C=N/Nc2ccccc2C(=O)O)c1O	5	1	0	-1	-4	0	3	2	-2
COc1ccc(N2CCN(C(=O)CCCN3C(=O)c4cccc5cccc(c45)C3=O)CC2)cc1	11	9	4	0	14	-9	13	-9	-4
C=CCN1C(=O)/C(=c2\sc3nc(=O)c(Cc4ccc(OC)c(OC)c4)nn3c2=O)c2ccccc21	8	-1	0	-1	-6	9	6	4	-5
S=C(S)OC1CC2CC1C1CCCC21 (stereo not drawn)	3	1	0	1	-13	1	3	-4	-2
COc1ccc(CNCc2ccc([N+](=O)[O-])cc2)cc1OC	4	-1	0	-3	-19	1	-3	5	-7
COCCN1C(=O)CN(S(C)(=O)=O)CC1(C)C(=O)Nc1c(C)cccc1C (stereo not drawn)	5	1	1	1	/	-2	4	/	/
O=C(/C=C/c1ccccc1)NC(=S)N1CCSCC1	9	1	0	-13	-9	-2	4	-3	-7
COc1ccc(CC(N)c2csc(Nc3cnccn3)n2)cc1 (stereo not drawn)	5	8	4	3	4	-5	11	-2	-2
C#CCOCCOCCOCCNc1nc(N2CCN(C(=O)[C@H](CC(N)=O)n3cc(C(N)[C@@H](C)CC)nn3)CC2)nc(N2CCN(C(=O)[C@H](CCCCN)n3cc([C@@H](N)CC(N)=O)nn3)CC2)n1 (stereo partly drawn)	9	19	0	2	-9	4	-6	10	-4
CCOC(=O)CSc1nnc(CNC(=O)c2ccc(S(=O)(=O)N3CCCCC3)cc2)n1C	-7	2	1	-7	-9	4	-10	1	-8
CCn1cnc2cc(NCc3ccccc3Cl)ccc21	8	1	7	-5	7	-6	7	-10	-11
CC(C)c1ccc(S(=O)(=O)N2CCN(C(=O)c3cccc(S(=O)(=O)N4CCOCC4)c3)CC2)cc1	6	5	12	1	7	-5	-3	-6	-5
CC1CCN(CCNC(=O)CCS(=O)(=O)c2ccc(Br)cc2)CC1	-1	3	0	-3	-14	1	-6	4	-8
Cc1ccc(C)c(N2CCN(C(=O)CCc3nc(-c4cccc(Br)c4)no3)CC2)c1	5	-1	1	1	-10	-2	-3	5	-3
Cc1cc(C(=O)CSc2nc(N)cc(N)n2)c(C)n1-c1cccc(F)c1	11	3	4	5	8	-16	2	-2	3
O=C([C@H](O)c1ccccc1)N1CCC[C@H]1CO	-4	3	0	-1	6	-2	0	-3	-3
Cc1cc(NC(=O)COC(=O)C(C)Oc2ccc(Cl)cc2Cl)no1 (stereo not drawn)	3	0	2	-3	-11	-2	-4	7	-5
Cc1ccc(NC2CCCN(C(=O)CCN3CCOCC3)C2)cc1C (stereo not drawn)	-12	2	0	-5	-6	5	-4	7	-5
CC(CCc1ccc(O)cc1)NCCC(c1ccccc1)c1ccccc1 (stereo not drawn)	16	36	33*	-21	45*	-34	32*	-26	-5
O=C(COC(=O)/C=C/c1ccc([N+](=O)[O-])cc1)NC(=O)NC1CCCCC1	9	2	5	-3	-8	-10	-17	2	-4
COc1ccc(C(C)(C)C)cc1S(=O)(=O)n1ccnc1C	-5	6	1	-5	0	-11	-4	7	-9
CC(C)C(=O)Nc1cccc(C(=O)NCCc2ccc(S(N)(=O)=O)cc2)c1	1	11	0	3	-14	1	0	11	-3
COc1ccc(-n2cc(-c3ccc(C)cc3)[n+]3c2SCC3)cc1	8	3	1	-6	11	-2	13	-16	-10
Cc1cccc(-n2c(-c3csc(C(C)C)c3)n[nH]c2=S)c1	-10	15	-2	-3	-11	4	-17	7	-5
CCOc1ccc(NC(=O)Cn2nnc(C(=O)NCc3cccs3)c2N)cc1	12	-1	0	-4	2	-2	9	0	-3
COc1ccc(Cl)cc1NC(=O)CCc1nc(-c2ccccc2F)no1	1	-1	0	-3	-7	1	-4	12	-1
CC1CCN(c2cc(N(C)CCO)c([N+](=O)[O-])c3nonc23)CC1	-5	1	-1	-3	-7	2	4	7	-9
Cc1cc(C)c2cc(C#N)c(NCCCNC(=O)c3ccncc3)nc2c1	8	-1	4	-1	-10	0	-4	3	-5
O=C(NCC1CC1)C1(C(F)(F)F)C/C(=C\Cc2ccccc2)CCCO1 (stereo not drawn)	5	17	-1	-3	1	4	-7	13	-1
O=C(NCCCn1ccnc1)/C(=C\c1ccc(Br)cc1)NC(=O)c1ccccc1	4	1	1	-4	3	-3	-5	-3	-5
Cc1cccc(N2CC(C(=O)Nc3ccc(S(=O)(=O)Nc4nccs4)cc3)CC2=O)c1C (stereo not drawn)	4	9	0	-4	12	3	-5	-6	-3
Cn1cnc2ccc([N+](=O)[O-])cc2c1=O	-1	1	1	-3	-6	5	-7	14	-8
Cc1ccc(S(=O)(=O)N/N=C\c2ccc3c(c2)OCO3)cc1C	0	0	-1	-4	-15	6	-10	2	-4
COc1ccccc1C=NNc1ccc([N+](=O)[O-])cn1	14	0	0	2	-4	-1	7	0	-5
CCNC(=S)NNC(=O)CCc1nc2cc(Cl)ccc2n(Cc2ccccc2)c1=O	13	3	0	-1	1	-4	-5	6	-3
COc1ccc(S(=O)(=O)N(C)CC(=O)Nc2ccc(F)cc2)cc1	-14	0	6	-1	-4	5	-17	-1	-1

In another format: results already given
SMILES | CHRM5 antagonist | TAAR1 ag | CHRM4 agonist | CHRM5 agonist | CHRM1 antagonist | CHRM5 PAM | M4 antag | CHRM1 PAM | M1 ag
COc1ccc(-n2cc(-c3ccc(C)cc3)[n+]3c2SCC3)cc1 | 8 | 3 | 1 | -6 | 11 | -2 | 13 | -16 | -10
Cc1cccc(-n2c(-c3csc(C(C)C)c3)n[nH]c2=S)c1 | -10 | 15 | -2 | -3 | -11 | 4 | -17 | 7 | -5
CCOc1ccc(NC(=O)Cn2nnc(C(=O)NCc3cccs3)c2N)cc1 | 12 | -1 | 0 | -4 | 2 | -2 | 9 | 0 | -3
COc1ccc(Cl)cc1NC(=O)CCc1nc(-c2ccccc2F)no1 | 1 | -1 | 0 | -3 | -7 | 1 | -4 | 12 | -1
CC1CCN(c2cc(N(C)CCO)c([N+](=O)[O-])c3nonc23)CC1 | -5 | 1 | -1 | -3 | -7 | 2 | 4 | 7 | -9

Sorted by value in CHRM5 PAM (high to low): 3 of the compounds above.
SMILES	CHRM5 antagonist	TAAR1 ag	CHRM4 agonist	CHRM5 agonist	CHRM1 antagonist	CHRM5 PAM	M4 antag	CHRM1 PAM	M1 ag
COc1ccc(S(=O)(=O)N(C)CC(=O)Nc2ccc(F)cc2)cc1	-14	0	6	-1	-4	5	-17	-1	-1
COc1ccc(-n2cc(-c3ccc(C)cc3)[n+]3c2SCC3)cc1	8	3	1	-6	11	-2	13	-16	-10
CCNC(=S)NNC(=O)CCc1nc2cc(Cl)ccc2n(Cc2ccccc2)c1=O	13	3	0	-1	1	-4	-5	6	-3

Later entries
SMILES	CHRM5 antagonist	TAAR1 ag	CHRM4 agonist	CHRM5 agonist	CHRM1 antagonist	CHRM5 PAM	M4 antag	CHRM1 PAM	M1 ag
C=CCn1c(SCc2cc(=O)n3cc(C)ccc3n2)nnc1-c1ccc(F)cc1	2	1	3	-2	-10	-4	2	6	-9
COCCCNC(=O)CNC(=O)c1cn(-c2ccccc2OC)c(=O)c2ccccc12	-2	0	0	1	-10	8	3	6	-6
O=C(CSc1ccccn1)Nc1ccccc1F	5	4	1	0	2	-9	13	-5	-9
CC(=O)N(C)C[C@H]1Oc2ncc(Br)cc2C(=O)N([C@H](C)CO)C[C@@H]1C	-9	1	1	2	-4	4	-9	0	-5
O=C(N1CCN(CCO)CC1)N1c2ccccc2CCc2ccccc21	2	4	0	-18	24	-5	1	-15	-8
Cc1cc(N2CCN(C)CC2)ccc1NC(=O)c1cccc(S(=O)(=O)N2CCc3ccccc3C2)c1	17	27	5	-16	79*	-35	8	-28	-9
O=C(Cc1ccc(Cl)cc1)Nc1cccc(S(=O)(=O)N2CCCCC2)c1	8	17	15	2	6	-8	-2	-7	-1

Compounds shown so far with an NH in an aromatic ring (2):
SMILES	CHRM5 antagonist	TAAR1 ag	CHRM4 agonist	CHRM5 agonist	CHRM1 antagonist	CHRM5 PAM	M4 antag	CHRM1 PAM	M1 ag
CC1CC(C)(C)CC2(C1)NC(=O)N(CC(=O)N(C)Cc1nc3ccccc3c(=O)[nH]1)C2=O (stereo not drawn)	9	12	2	1	-9	-4	2	7	-3
Cc1cccc(-n2c(-c3csc(C(C)C)c3)n[nH]c2=S)c1	-10	15	-2	-3	-11	4	-17	7	-5

Only part of the results is shown. The share of hits here may be higher or lower than overall.
